Source: PubChem
Lipid droplet: modulators of hepatic lipid droplet formation; AML12 mouse hepatocytes, oleate lipid droplets, BODIPY imaging; inhibition, % at 6.5 µM; 240,000 compounds, 0.4% hits; AID 1656;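 active = lipid droplet intensity inhibited by at least 50%, with more than 500 cells counted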
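Material – mouse AML12 hepatocyte cell line, fixed after treatment · Compound dosing – one dose, 6.5 µM compound · Times – compound with oleate, overnight · Measured by – Image-based BODIPY and DAPI two-channel analysis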
T cell modulator: modulates CD8 T cell binding to vesicles. 2C CD8+ T cell-vesicle binding, flow cytometry; stronger effect = lower value. calls only at 7 µM. 330,000 compounds, 0.068% hits. AID 2052;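 active = response, share of CD8 T cells binding vesicles, and their 90th percentile fluorescence all below set limits, cut at about 80% in these data, passing the limit was not always enough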
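Incubation: binding step 1.5 h, 37 °C, antibody labelling 20 min, ice; system: murine 2C transgenic CD8+ T lymphocytes; technique: cytometric PE anti-B7-1 and Alexa647 anti-CD8 signals after 1% paraformaldehyde fixation; also added: QL9-charged Drosophila Ld/ICAM-1/B7-1 vesicles; control set: naked versus QL9-loaded vesicles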
NTR1 ag: NTR1-driven beta-arrestin-GFP spot formation – imaging, U2OS cells, high content, primary screen (AID 493036); P30989; agonist mode; activation, % at 20 µM; 330,000 compounds, 0.17% hits;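 active = activation at or above 40% of the spot to cytoplasm intensity ratio, with at least 20 cells analyzed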;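 also: 0% = DMSO without peptide and 100% = 100 nM NTR1 peptide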
Target sequence (P30989 whole entry, looked up): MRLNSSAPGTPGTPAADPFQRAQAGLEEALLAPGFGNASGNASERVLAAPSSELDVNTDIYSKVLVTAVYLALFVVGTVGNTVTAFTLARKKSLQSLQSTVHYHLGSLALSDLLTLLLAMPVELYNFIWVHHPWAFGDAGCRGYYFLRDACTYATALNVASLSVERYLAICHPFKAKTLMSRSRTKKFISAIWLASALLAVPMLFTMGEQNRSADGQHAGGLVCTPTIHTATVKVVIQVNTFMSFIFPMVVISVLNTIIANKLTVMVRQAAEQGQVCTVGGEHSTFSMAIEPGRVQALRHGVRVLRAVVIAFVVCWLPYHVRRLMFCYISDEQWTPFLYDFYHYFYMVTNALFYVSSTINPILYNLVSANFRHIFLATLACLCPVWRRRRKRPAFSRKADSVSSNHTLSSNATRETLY
LYP phosphatase: inhibitors of LYP phosphatase, biochemical, fluorescence intensity, uHTS (AID 1779); 290,000 compounds, 0.054% hits; inhibition, % at 11.5 µM, or IC50 in µM where a hit was titrated; recombinant LYP phosphatase, fluorescence intensity; higher % means a stronger effect; in the data active = inhibition above about 50%;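 also: plate controls were vehicle with enzyme for no effect and no enzyme for full effect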
SV40 large T antigen: SV40 large T antigen inhibitors, biochemical (AID 1903) | inhibition, % at 20 µM; hits with a dose series show IC50 in µM | 310,000 compounds, 0.39% hits | SV40 large T antigen ATPase/helicase inhibition assay; higher % means a stronger effect; in the data active = a potency from the dose series; also: strong numbers were not always called active
GPR55 activation: selective activators of receptor GPR55 – imaging, U2OS cells, beta-arrestin-GFP redistribution, primary screen (AID 1961) | activation, % at 10 µM; hits with a dose series show EC50 in µM | U2OS GPR55 beta-arrestin-GFP redistribution imaging; higher % means a stronger effect | 290,000 compounds, 0.048% hits;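 active = activation above 40% with more than 50 cells counted in the well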;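 also: U2OS osteosarcoma cells stably expressing GPR55 and beta-arrestin-GFP; plate controls were DMSO negative control for no effect and LPI positive control for full effect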
GPR55 LPI antagonism: GPR55 antagonists blocking LPI-driven arrestin recruitment, primary screen, imaging, U2OS, beta-arrestin-GFP, LPI agonist (AID 2013). U2OS GPR55 beta-arrestin-GFP translocation imaging, LPI antagonism; higher % means a stronger effect. inhibition, % at 10 µM; hits with a dose series show IC50 in µM. 290,000 compounds, 0.13% hits;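 active = spots per cell inhibited over 60%, with over 100 cells counted and total cytoplasm intensity under 500,000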;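 also: U2OS cells stably carrying GPR55 and arrestin-GFP stimulated by 5 µM LPI near EC80; imaged beta-arrestin-GFP aggregate spots per cell after agonist stimulation; plate controls were LPI-stimulated DMSO wells for no effect and DMSO wells without LPI for full effect; some results filed as inactive read as strong as hits; confirmed hits need IC50 under 10 µM and bright autofluorescent wells are also inconclusive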
MgcRacGAP inhibition: MgcRacGAP GTPase-activating activity inhibitors, confirmation, biochemical, ADP Hunter fluorescence | 340,000 compounds, 0.6% hits | MgcRacGAP-stimulated Rac1 GTP hydrolysis, ADP Hunter fluorescence; higher % means a stronger effect; GST-tagged Rac1 F28L mutant substrate | AID 624330 | one-dose inhibition, % at 30 µM; IC50 in µM for titrated hits;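 active = first-screen hits whose inhibition reached a set limit at any dose in the follow-up dose series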;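 also: fluorescence reports GDP produced by GAP-driven GTP hydrolysis; strong numbers were not always called active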
GPR35 arrestin U2OS: inhibition of zaprinast-stimulated GPR35 beta-arrestin translocation – imaging, U2OS, beta-arrestin-GFP, zaprinast agonist, primary screen (AID 2058); U2OS GPR35 beta-arrestin-GFP translocation imaging, zaprinast antagonism; higher % means a stronger effect; inhibition, % at 10 µM, or IC50 in µM where a hit was titrated; 290,000 compounds, 0.052% hits;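 active = inhibition of at least 50% with at least 30 cells and total cytoplasm GFP at most 10,000,000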
Lipid droplet cells 6.5 µM: recorded beside Lipid droplet, whose call it bears; cell count; measured here: cell count, cytotoxicity flag;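 cells counted across two imaged fields per well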
T cell modulator vesicle-bound %: second read-out of T cell modulator, no call of its own (marks repeat the call); double positive events, %; measured here: CD8+ vesicle-bound cell fraction;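 binding gate set so that unloaded-vesicle control wells show 10% double positive cells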
NTR1 ag cell count 20 µM: further read-out of NTR1 ag, marked with its call; cell count; measured here: cell count, cytotoxicity flag
* marks the source's active call; other numbers are inactive results; i = inactive; · = no result given.

SMILES	Lipid droplet	Lipid droplet cells 6.5 µM	T cell modulator	T cell modulator vesicle-bound %	NTR1 ag	NTR1 ag cell count 20 µM	LYP phosphatase	SV40 large T antigen	GPR55 activation	GPR55 LPI antagonism	MgcRacGAP inhibition	GPR35 arrestin U2OS
C=CCOc1c2ccc(C(=O)NCCc3ccc(C)cc3)cc2nn1C	·	·	i	23	-2.3	80	-8%	8%	0.3%	0%	4%	-1%
O=C(Cc1ccc(Br)cc1)NC1CCCc2ccccc21 (centres undefined)	-2	806	i	28	0.9	44	0%	11%	-0.1%	11%	4%	16%
COc1ccccc1N(C)S(=O)(=O)c1ccc(C(=O)NC2CCCCCC2)cc1	-12	708	i	44	2.8	48	-1%	21%	-0.1%	10%	8%	10%
COc1ccc(CCNC(=O)C/C(C)=N/NC(=O)c2ccc(Cl)cc2Cl)cc1OC	0	721	i	3	0.1	64	-11%	14%	-0.1%	-8%	11%	-19%
Cc1cc(=O)oc2cc(OCCc3ccccc3)ccc12	·	·	i	31	7.6	84	-2%	25%	-0.1%	10%	4%	-5%
CCOC(=O)c1c(C)[nH]c(C)c1C(=O)CSc1nc2ccccc2c(=O)n1-c1ccc(CC)cc1	5	641	i	26	4.5	39	-4%	12%	5.8%	18%	0%	17%
CC(=O)Nc1ccc(NC(=O)C(C)OC(=O)C2CC3C=CC2C3)cc1 (centres undefined)	-21	696	i	34	-1.6	55	0%	13%	-0.1%	-4%	5%	-13%
CSc1cccc(NC(=O)c2ccc(CN3CCc4ccccc4C3)cc2)c1	6	734	i	35	1.5	69	-7%	7%	-0.1%	8%	12%	-12%
C/C(=N\NC(=O)c1c[nH]c2ccccc12)c1ccco1	-10	802	i	66	-0.8	58	-7%	29%	-0.1%	7%	8%	-21%
C=CCN(CC=C)S(=O)(=O)c1ncn[nH]1	·	·	i	34	0.0	52	-9%	18%	-0.1%	-1%	9%	8%
COc1cccc(/C=N/NC(=O)c2c(C)nc3ccc(Cl)cn23)c1OC	·	·	i	53	-1.1	94	-4%	21%	0.0%	5%	9%	15%
N#Cc1c(NC(=O)CSc2nc(N)cc(=O)[nH]2)sc2c1CCCC2	11	649	i	26	3.3	38	-6%	19%	-0.2%	3%	1%	-2%
COc1cccc(/C=N/n2c(COc3ccccc3)n[nH]c2=S)c1O	-31	804	i	28	-0.4	115	6%	23%	-0.1%	3%	12%	-6%
NC(=O)CSc1nnc(-c2cccs2)n1-c1ccccc1	·	·	i	13	0.2	98	-9%	18%	0.5%	20%	2%	8%
Nc1nc(Cl)cc(Oc2ccccc2F)n1	-10	696	i	20	-0.6	64	-6%	11%	-0.1%	-2%	11%	2%
O=C(c1ccco1)N1CCN(Cc2cccc([N+](=O)[O-])c2)CC1	2	677	i	42	-1.2	41	-9%	7%	0.0%	2%	127µM*	3%
CC(C)(C)c1ccc(C(=O)Nc2ccccc2C(=O)NCCN2CCOCC2)cc1	1	792	i	16	-0.2	57	-14%	-13%	-0.2%	0%	-26%	-6%
COc1ccc(CCNC(=O)C2CCC(=O)N(CCc3ccc(OC)cc3)C2)cc1 (centres undefined)	20	692	i	26	1.2	66	-8%	2%	0.5%	4%	8%	1%
O=C(COC(=O)C1CCN(c2ccc(C(F)(F)F)cn2)CC1)c1ccc(F)cc1	·	·	i	22	0.2	48	·	-6%	·	·	3%	·
CC1CCCCC1NC(=O)C1CCN(S(=O)(=O)N2CCOCC2)CC1 (centres undefined)	·	·	i	1	0.7	90	0%	9%	-0.2%	2%	6%	-3%
Cc1nn(-c2ccccc2)c(C)c1/C=N/n1c(-c2ccccc2Br)n[nH]c1=S	-6	668	i	6	4.3	38	2%	20%	0.2%	0%	14%	0%
C=CCNC(=O)C1CCN(S(=O)(=O)c2ccccc2)CC1	2	576	i	56	-0.9	57	-8%	3%	0.2%	13%	4%	-8%
Cc1cc(C)cc(NC(=O)C(NCC2CCCO2)c2ccccc2)c1 (centres undefined)	-4	664	i	12	-2.7	40	-6%	16%	0.1%	12%	21%	1%
CC(C)(C)OC(=O)CN1C(=O)NC(Cc2c[nH]c3ccccc23)C1=O (centres undefined)	·	·	i	52	-1.0	101	-6%	3%	-0.1%	11%	-3%	22%
CC(C)(C)OC(=O)NNC(=O)Nc1ccccc1C(F)(F)F	9	683	i	19	-1.7	44	1%	24%	-0.8%	6%	0%	5%
Cc1cccc(C)c1NC(=O)CSCc1cccc(CSCC(=O)Nc2c(C)cccc2C)n1	6	799	i	12	10	88	-10%	17%	-0.1%	-4%	8%	-1%
O=C(c1ccoc1)N1CCC2(CCCN(Cc3ccc(F)c(F)c3)C2)C1 (centres undefined)	-39	689	i	42	-0.2	66	-13%	4%	1.3%	-4%	-5%	4%
COc1ccc(CNc2nc3nc(C)cc(C)n3n2)cc1OC	10	628	i	22	-0.3	55	-2%	0%	-0.1%	0%	1%	8%
CC(=O)Nc1ccc(NC(=O)C2CC(=O)N=C(N)S2)cc1 (centres undefined)	4	723	i	61	-0.7	34	-2%	0%	-0.1%	4%	3%	6%
c1ccc(OCc2nnc(-c3ccccc3)o2)cc1	-5	662	i	43	-0.5	59	2%	27%	-0.2%	-2%	4%	-12%
CN(CC(=O)Nc1cccc(S(=O)(=O)N2CCCC2)c1)CC(=O)Nc1ccc(Cl)c(C(F)(F)F)c1	·	·	i	18	9.0	61	·	10%	·	·	7%	·
CCOc1ccc(NC(=O)N(CCC(C)C)C(C)c2ccco2)cc1 (centres undefined)	·	·	i	20	0.8	44	-9%	3%	-0.1%	10%	8%	-6%
COc1ccccc1C(=O)NC(=O)COC(=O)c1ccc(Cl)nc1	·	·	i	43	-0.4	76	·	6%	·	·	2%	·
N#Cc1cnn2c(-c3ccccc3)ccnc12	8	746	i	11	-0.4	32	-5%	-4%	0.2%	11%	6%	5%
Cc1nc(CC(=O)N2CCN(c3cccc(C)c3C)CC2)cs1	·	·	i	29	-0.7	75	-5%	3%	0.1%	-6%	7%	-10%
Cc1ccc(OCC(=O)N[C@@H](C)c2nnc3ccccn23)cc1C	0	674	i	32	-0.4	65	-12%	6%	-0.1%	-4%	-26%	1%
Cc1csc2nc(O)c(C(=O)NC3CCCCC3C)c(=O)n12 (centres undefined)	·	·	i	52	2.2	67	·	8%	·	·	6%	·
COc1ccc2nc(C)cc(N3CC(C)OC(C)C3)c2c1 (centres undefined)	0	712	i	39	-0.5	68	-3%	-2%	-0.1%	0%	11%	-1%
CCn1nc(C(=O)OCC(=O)c2cc(C)n(Cc3cccs3)c2C)c2ccccc2c1=O	4	752	i	14	5.2	85	-3%	2%	-0.3%	-3%	2%	-13%
Cc1cc(C)n(CCNC(=O)CC2C(=O)NCCN2Cc2ccc(C)o2)n1 (centres undefined)	-3	711	i	54	0.7	83	3%	6%	0.0%	3%	6%	-1%

10 compounds already listed, ordered by SMILES length, ascending:
SMILES	Lipid droplet	Lipid droplet cells 6.5 µM	T cell modulator	T cell modulator vesicle-bound %	NTR1 ag	NTR1 ag cell count 20 µM	LYP phosphatase	SV40 large T antigen	GPR55 activation	GPR55 LPI antagonism	MgcRacGAP inhibition	GPR35 arrestin U2OS
N#Cc1cnn2c(-c3ccccc3)ccnc12	8	746	i	11	-0.4	32	-5%	-4%	0.2%	11%	6%	5%
c1ccc(OCc2nnc(-c3ccccc3)o2)cc1	-5	662	i	43	-0.5	59	2%	27%	-0.2%	-2%	4%	-12%
COc1ccc(CNc2nc3nc(C)cc(C)n3n2)cc1OC	10	628	i	22	-0.3	55	-2%	0%	-0.1%	0%	1%	8%
CC(C)(C)OC(=O)NNC(=O)Nc1ccccc1C(F)(F)F	9	683	i	19	-1.7	44	1%	24%	-0.8%	6%	0%	5%
Cc1cc(C)cc(NC(=O)C(NCC2CCCO2)c2ccccc2)c1 (centres undefined)	-4	664	i	12	-2.7	40	-6%	16%	0.1%	12%	21%	1%
Cc1ccc(OCC(=O)N[C@@H](C)c2nnc3ccccn23)cc1C	0	674	i	32	-0.4	65	-12%	6%	-0.1%	-4%	-26%	1%
O=C(c1ccoc1)N1CCC2(CCCN(Cc3ccc(F)c(F)c3)C2)C1 (centres undefined)	-39	689	i	42	-0.2	66	-13%	4%	1.3%	-4%	-5%	4%
CC(C)(C)OC(=O)CN1C(=O)NC(Cc2c[nH]c3ccccc23)C1=O (centres undefined)	·	·	i	52	-1.0	101	-6%	3%	-0.1%	11%	-3%	22%
Cc1nn(-c2ccccc2)c(C)c1/C=N/n1c(-c2ccccc2Br)n[nH]c1=S	-6	668	i	6	4.3	38	2%	20%	0.2%	0%	14%	0%
CN(CC(=O)Nc1cccc(S(=O)(=O)N2CCCC2)c1)CC(=O)Nc1ccc(Cl)c(C(F)(F)F)c1	·	·	i	18	9.0	61	·	10%	·	·	7%	·

(next part)
SMILES	Lipid droplet	Lipid droplet cells 6.5 µM	T cell modulator	T cell modulator vesicle-bound %	NTR1 ag	NTR1 ag cell count 20 µM	LYP phosphatase	SV40 large T antigen	GPR55 activation	GPR55 LPI antagonism	MgcRacGAP inhibition	GPR35 arrestin U2OS
C=CCNc1sc(C(=O)c2ccc(C)cc2)c(N)c1C#N	·	·	i	48	2.8	64	-6%	-3%	-0.1%	23%	16%	16%
N#CCC(=O)N/N=C/c1cc(Br)ccc1OCc1cccc2ccccc12	5	827	i	36	3.7	46	0%	6%	-0.1%	15%	·	6%
Cn1nc([N+](=O)[O-])nc1Sc1nnnn1-c1cccc(C(=O)O)c1	-10	687	i	39	1.5	62	-11%	9%	-0.1%	5%	13%	-19%
CCCOc1ccc(-c2nc(OC)c3ccccc3n2)cc1	·	·	i	32	5.3	38	6%	3%	-0.1%	16%	6%	-3%
